JMJD2A Tudor inh – qHTS Assay for Inhibitors of JMJD2A-Tudor Domain | Potency, µM (highest dose often 114 µM), for the others: at the top dose activity change, negative = inhibition, hits mostly inhibitors | AlphaScreen JMJD2A-Tudor / H3K4me3 peptide binding | hit rate 4.4% among 390,000 | AID 504339, 2011; also: potency is read from the fitted curve at half-maximal effect; % is scaled to controls: 0 for no effect and ±100 for the full control effect; nearly all actives have a fitted effect of over 50% in size
HP1b chromo inh – HTS for Inhibitors of HP1-beta Chromodomain Interactions with Methylated Histone Tails; Potency, µM (titrated, usually from 114 µM), for the others: at the highest dose activity change, negative = inhibition, hits mostly inhibitors; AlphaScreen HP1-beta / biotin-H3K9me3 peptide binding; hit rate 0.56% among 390,000; Chromobox protein homolog 1 (Homo sapiens), P83916; also: potency is read from the fitted curve at half-maximal effect; nearly all actives have a fitted effect of over 70% in size; inactives centre near 23
Target sequence (P83916 whole entry, looked up): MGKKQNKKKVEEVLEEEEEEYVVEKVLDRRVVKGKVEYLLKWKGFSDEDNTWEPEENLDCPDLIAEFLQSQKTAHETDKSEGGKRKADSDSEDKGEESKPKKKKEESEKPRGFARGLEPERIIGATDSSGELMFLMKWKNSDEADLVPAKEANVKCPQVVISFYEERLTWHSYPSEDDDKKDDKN
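HP1-beta protein (50 nM final) preincubated 30 min at room temperature with biotinylated H3(1-18)K9me3 peptide (50 nM) in PBS pH 7.4, 0.01% Tween-20, then compound added for 30 min. AlphaScreen streptavidin donor/nickel chelate acceptor beads (10 ug/mL final), 30 min dark, luminescence read.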
PI4K2A block – qHTS for small molecular inhibitors of PI4K2A | purified PI4K2A, ADP-Glo luminescence, 1 h; active compounds read low | activity change, negative = inhibition, % at 76.9 µM | hit rate 0.13% among 420,000 | AID 1346378, 2018; in the data active = activity change below about -50%; inconclusive = mostly about -30% to -49%;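 also: -100% = wells without enzyme as full effect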
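ADP-Glo luminescence measured ADP generated by PI4K2A enzyme (4 ug/mL before mixing) with 1.2 mM PI substrate (pre-mix) and 300 microM ATP (pre-mix). Tris pH7.5 buffer with MgCl2, Triton X-100; 1 h reaction at ambient temperature.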
Pol eta inh – qHTS for Inhibitors of Polymerase Eta | Potency, µM (series often up to 114 µM), inactives show at the top dose activity change, negative = inhibition, hits mostly inhibitors | DNA polymerase eta (Homo sapiens), Q9Y253 | hit rate 1.2% among 390,000 | recombinant Pol eta, fluorescent DNA replication assay; also: potency is read from the fitted curve at half-maximal effect; % is scaled to controls: 0 for no effect and ±100 for the full control effect
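Pol eta (10 nM) was preincubated with compounds for 15 min at room temperature, after which fluorescent replication substrate (50 nM final) was added to start the reaction. Fluorescence was read kinetically at 0 and 10 min.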
GLS inh – qHTS for Inhibitors of Glutaminase (GLS) | Glutaminase kidney isoform, mitochondrial (Homo sapiens), O94925 | GLS enzymatic activity, qHTS titration | Potency, µM (series often up to 45.5 µM), for the others: at the highest dose activity change, negative = inhibition, most hits filed as inhibitors | hit rate 0.21% among 410,000 | AID 624170, 2012; also: potency is read from the fitted curve at half-maximal effect; % is scaled to controls: 0 for no effect and ±100 for the full control effect
Target sequence (O94925 whole entry, looked up, canonical isoform): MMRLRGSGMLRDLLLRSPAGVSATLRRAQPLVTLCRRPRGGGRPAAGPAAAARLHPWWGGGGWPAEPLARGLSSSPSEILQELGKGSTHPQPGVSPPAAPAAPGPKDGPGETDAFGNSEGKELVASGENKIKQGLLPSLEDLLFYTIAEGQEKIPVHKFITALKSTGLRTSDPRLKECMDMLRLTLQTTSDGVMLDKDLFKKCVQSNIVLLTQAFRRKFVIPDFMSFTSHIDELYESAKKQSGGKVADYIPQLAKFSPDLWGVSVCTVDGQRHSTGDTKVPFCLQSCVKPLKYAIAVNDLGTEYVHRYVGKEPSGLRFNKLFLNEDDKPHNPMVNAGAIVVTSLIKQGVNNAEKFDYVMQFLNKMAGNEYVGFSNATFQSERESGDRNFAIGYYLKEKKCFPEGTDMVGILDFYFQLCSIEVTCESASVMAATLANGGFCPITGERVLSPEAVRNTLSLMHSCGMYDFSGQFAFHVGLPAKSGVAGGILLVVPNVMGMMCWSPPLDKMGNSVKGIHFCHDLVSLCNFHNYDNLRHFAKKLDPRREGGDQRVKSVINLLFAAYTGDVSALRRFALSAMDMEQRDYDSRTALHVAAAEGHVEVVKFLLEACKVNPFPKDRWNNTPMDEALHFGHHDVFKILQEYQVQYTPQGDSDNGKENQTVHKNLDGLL
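hKGA; 45 mM KH2PO4 pH 8.2 + 0.02% Tween-20; cpd via pin tool; 1 mM Gln soln; GluOx/HRP/Amplex Red; RT 30 min; fluor. t0 & final.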
G9a block – qHTS Assay for Inhibitors of Histone Lysine Methyltransferase G9a. Histone-lysine N-methyltransferase EHMT2 (Homo sapiens), Q96KQ7. G9a H3K9 monomethylation, AlphaScreen, 2 h. Potency, µM (doses to about 102 µM), inactives show top-dose activity, negative = inhibition, most hits filed as inhibitors. hit rate 8.8% among 350,000. AID 504332, 2011; also: potency is read from the fitted curve at half-maximal effect; % is scaled to controls: 0 for no effect and ±100 for the full control effect; nearly all actives have a fitted effect of over 75% in size
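Readings reflect AlphaScreen signal from monomethyl-H3K9 antibody detection. HMT at 20 nM; substrate b-H3K9 500 nM; cofactor SAM 20 uM; 2 h RT reaction; compounds tested as titrations in qHTS with 15 min preincubation.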
Tb PGK inh – qHTS Assay to Find Inhibitors of Phosphoglycerate Kinase | PGK/GAPDH coupled, Kinase-Glo luminescence, 60 min | Potency, µM (titrated, usually from 57.5 µM), without a hit: at the highest dose activity change, negative = inhibition, most hits filed as inhibitors | hit rate 0.043% among 380,000 | AID 602233, 2012; also: potency is read from the fitted curve at half-maximal effect; % is scaled to controls: 0 for no effect and ±100 for the full control effect; nearly all actives have a fitted effect of over 60% in size
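Recombinant glycosomal PGK reaction used 1,3-bisphosphoglycerate generated in-well by GAPDH (100nM final) in 100mM TEA pH 7.6, 5mM MgCl2, 0.01% Tween-20. After 60 minutes at room temperature, ATP was read by Kinase-Glo Plus luminescence end-point.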
Pin1 inhibitor – qHTS Assay to Find Inhibitors of Pin1 | hit rate 0.009% among 390,000 | Potency, µM (series often up to 115 µM), inactives show at the top dose activity, negative = inhibition, most hits filed as inhibitors | Pin1 FP peptide displacement, HiFluor488, 10 min; active = well fitted inhibition curve with a large enough effect in the polarisation, with a control signal flat, not every such curve was filed as active; inconclusive = small, poorly fitted or top-dose-only effect, or effect the other way, or a change in a side signal; inactive = no such curve, though single readings can be large or run the other way; the % refers to the polarisation; also: potency is read from the fitted curve at half-maximal effect; % is scaled to controls: 0 for no effect and ±100 for the full control effect
Target sequence (Q13526 whole entry, looked up): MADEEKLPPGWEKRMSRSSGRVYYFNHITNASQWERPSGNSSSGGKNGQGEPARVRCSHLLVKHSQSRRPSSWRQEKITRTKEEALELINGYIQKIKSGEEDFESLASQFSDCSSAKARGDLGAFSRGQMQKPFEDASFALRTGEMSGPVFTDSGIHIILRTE
BAZ2B inh – qHTS Assay for Inhibitors of BAZ2B; AlphaScreen BAZ2B-H3K14Ac peptide displacement; Potency, µM (series often up to 114 µM), for inactives: at the highest dose activity change, negative = inhibition, most hits filed as inhibitors; hit rate 4.4% among 360,000; AID 504333, 2011; also: potency is read from the fitted curve at half-maximal effect; % is scaled to controls: 0 for no effect and ±100 for the full control effect; nearly all actives have a fitted effect of over 60% in size
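AlphaScreen displacement: compounds (up to 110uM) incubated 30 min at room temperature with a preformed 50 nM BAZ2B/50 nM biotinylated H3K14Ac peptide complex in PBS pH 7.4 with Tween-20. Donor and acceptor beads at 10 ug/mL final added, 20 min light-protected before reading.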
Starred values were filed as active, the others as inactive; i = inactive; ? = inconclusive; . = not tested or not shown; & = joins results of further samples; [ ] = remark or other dose. Unless noted, calls follow the shape of the dose curve; as a rule, active = well fitted curve in the direction sought with a large enough effect; inconclusive = small, poorly fitted or top-dose-only effect, or another doubt; inactive = no such curve, though single readings can be large; an effect the other way counts as inactive or inconclusive.

Results follow in this order: JMJD2A Tudor inh, HP1b chromo inh, PI4K2A block, Pol eta inh, GLS inh, G9a block, Tb PGK inh, Pin1 inhibitor, BAZ2B inh
COc1ccc(CCNC(=O)c2cn(C)c3ccc(S(=O)(=O)N(C)C)cc3c2=O)cc1OC
→ -8%, 18%, -4, 2%, 5%, 3%[59 µM], -2%, -11%, .
COc1ccc(-c2nnn(CC(=O)N(CC(=O)NC3CCCC3)Cc3cccs3)n2)cc1OC
→ -12%, 39%, -2, -6%, 5%, ?, -4%, -6%, -27%
C[C@@H]1CC[C@@]2(O[C@H](CCO)C[C@H](O)[C@H]2O)O1
→ -19%, 22%, 0, -13%, 13%, 20%[59 µM], 5%, -2%, 3%
Cc1ccc(CCNC(=O)CCSCc2ccccc2F)cc1
→ -18%, 24%, 3, -10%, -6%, 2%[59 µM], i, -6%, 2%
NC(=O)c1ccsc1NC(=O)COC(=O)Cc1ccccc1Cl
→ -22%, 26%, 12, -26%, -1%, 24%[12.7 µM], -2%, 1%, 7%
COc1ccccc1NC(=O)c1ccc2c(c1)C(=O)N(c1ccccc1OC)C2=O
→ -11%, 0%, -5, 7%, -2%, ., -9%, 0%, -4%
N#Cc1c2n(c(=O)[nH]c1=O)CCCCC2
→ ?, 34%, 3, -4%, 8%, 13%[59 µM], -3%, -3%, -3%
Cc1ccc(CN(C(=O)COc2ccc([N+](=O)[O-])cc2)C2CCS(=O)(=O)C2)o1 (stereo not given)
→ -18%, 52%[activator], 6, -7%, -2%, ?, 8%, -3%, -27%
COc1ccc(Cl)cc1S(=O)(=O)Nc1ccc2c(c1)n(C)c(=O)n2C
→ -17%&3%, -21%&28%, 5&4, -15%&-8%, 0%&2%, 10%, 0%&8%, 2%&-13%, -38%&-36%
O=C(c1ccccc1)c1cccn1CC(=O)N1CCCCCC1
→ 7%, 25%, -8, -19%, 0%, 13%[59 µM], -6%, -2%, 2%
Cc1cc(=O)[nH]c(Nc2cccc(F)c2)n1
→ -17%, 19%, 0, -4%, 0%, 6%, -4%, 2%, 0%
CC(C)(C)c1ccc(C(=O)NNC(=O)CCc2ccccc2)cc1
→ 4%, 29%, 1, -2%, 3%, ., -8%, -6%, .
COc1ccc(CN2C(=O)C(C)=C(C)C2OC)cc1 (stereo not given)
→ -6%, 46%[activator], 0, -13%, -14%, 10%, 0%, -4%, -20%
CCOc1ccc(N(C(C)C(=O)NCc2ccco2)S(C)(=O)=O)cc1 (stereo not given)
→ -32%, -2%, 1, -4%, 6%, ?, -7%[11.5 µM], 0%, -19%
Cc1ccc(OCC(=O)N2c3ccccc3NC(=O)C2(C)C)c([N+](=O)[O-])n1
→ -13%, -15%, -10, -13%, 23%, -24%, -10%, -15%, -21%
COc1cccc(CN(C)C(=O)Cn2cc(C)c(=O)[nH]c2=O)c1
→ ?, 14%, -1, -9%, 2%, ., 5%, -4%, .
CCOc1cccc2sc(N(Cc3cccnc3)C(=O)c3ccco3)nc12
→ 1%, 17%, 1, -10%, -15%, 11%[59 µM], -1%, 5%, -1%
Cc1ccc(C(=O)c2oc3nc(C)cc(C)c3c2N)cc1
→ -14%, 45%, -3, 0%, 5%, ?, i, -13%, 1%[57.1 µM]
Cc1nnc(NC(=O)CSc2nnc(CC(=O)Nc3ccccc3C)n2C)s1
→ -12%, 7%, 3, -7%, 3%, 23%, 6%, 3%, -12%
CCN(CC)CCN1C(=O)C(=O)/C(=C(/O)c2c(C)[nH]c(C(=O)OC)c2C)C1c1cccnc1 (stereo not given)
→ -14%, 18%, 3, 11%, 21%, ?, i, -1%, 17%
CN(CCC(=O)Nc1ccc(Cl)cc1)Cc1ccccc1
→ -7%, 40%[activator], 0, -15%, -14%, 23%[0.501 µM], 0%, -10%, 8%
CCOC(=O)CSc1nc2ccccc2c(=O)n1-c1ccc(C)cn1
→ 7%, 7%, 2, -11%, -3%, 17%[59 µM], -10%, 0%, 1%
Cc1ccc(NC(=O)CN2C(=O)C(c3ccc(C(C)(C)C)cc3)=NC2(C)C)cc1
→ -7%, 36%, -3, -8%, -14%, -4%[59 µM], 10%, -9%, 2%
CC1(C)CC(=O)NC=C(c2ccccc2)C1
→ ?, 20%, 3, -15%, -4%, -4%, -2%, -1%, -2%
COc1ccc(C2C(C(=O)Nc3ccccc3OC)=C(C)Nc3c(C(=O)Nc4ccccc4)cnn32)c(OC)c1 (stereo not given)
→ -23%, 22%, -8, 7%, -1%, -23%[59 µM], -2%, 0%, -2%[57.1 µM]
CCC(Nc1nc(-c2ccccc2)nc2ccccc12)C(=O)O (stereo not given)
→ -2%, 48%[activator], -2, -5%, -6%, -10%, 7%[11.5 µM], 0%, 11%
Cc1nn(-c2ccccc2)c(C)c1NC(=O)COc1ccc([N+](=O)[O-])cc1
→ -13%, 16%, 3, -14%, 1%, ?, -4%, -4%, 1%
O=C(/C=C/c1ccccc1)NCC(=O)N/N=C/c1ccccc1[N+](=O)[O-]
→ -7%, 13%, -2, -9%, 1%, -30%, -11%, -12%, -19%
CC(C)C(=O)N1CCC2(CC1)Oc1ccc(Cl)cc1C(=O)C21CC(c2ccc(Cl)cc2)=NO1 (stereo not given)
→ -23%, 17%, 3, -16%, 5%, 27%[12.7 µM], 8%, ?, -10%
COc1cccc(C(=O)CN2C(=O)C(C)(C)Oc3ccc(C(=O)N4CCCCCC4)cc32)c1
→ -11%, 0%, -2, -13%, 22%, -37%[59 µM], -6%, -9%, -28%

Full records from above. Order of values: JMJD2A Tudor inh	HP1b chromo inh	PI4K2A block	Pol eta inh	GLS inh	G9a block	Tb PGK inh	Pin1 inhibitor	BAZ2B inh
Cc1nnc(NC(=O)CSc2nnc(CC(=O)Nc3ccccc3C)n2C)s1 is entered as -12%	7%	3	-7%	3%	23%	6%	3%	-12%
CC(C)(C)c1ccc(C(=O)NNC(=O)CCc2ccccc2)cc1 is entered as 4%	29%	1	-2%	3%	.	-8%	-6%	.
COc1ccc(C2C(C(=O)Nc3ccccc3OC)=C(C)Nc3c(C(=O)Nc4ccccc4)cnn32)c(OC)c1 (stereo not given) is entered as -23%	22%	-8	7%	-1%	-23%[59 µM]	-2%	0%	-2%[57.1 µM]

Other records follow:
Results follow in this order: JMJD2A Tudor inh, HP1b chromo inh, PI4K2A block, Pol eta inh, GLS inh, G9a block, Tb PGK inh, Pin1 inhibitor, BAZ2B inh
COc1ccc(N2CCN(C(c3ccccc3F)c3sc4nc(-c5ccco5)nn4c3O)CC2)cc1 (stereo not given)
→ ?, ?, 26, -12%, 21%, ?, 7%, 2%, 40µM*
O=C1CCC(C(=O)OCC(=O)Nc2ccccc2Br)=NN1
→ ., ., 4, -18%, 1%, ., 3%, ., .
Cc1cc(NC(=O)c2cccc(Oc3ccccc3)c2)n[nH]1
→ -24%, 39%[activator], 2, 0%, -1%, -37%, -2%, -1%, ?
CCc1ccc(OC)c(S(=O)(=O)NCc2cccs2)c1
→ -8%, 53%[activator], -3, -5%, 1%, 1%[12.7 µM], 6%, 0%, -4%
O=C(/C=C/c1cccs1)NCc1ccc2c(c1)OCO2
→ -9%, 7%, -3, 3%, 1%, 22%, 1%, 6%, -2%
O=C(NC1(C(F)(F)F)NC(=O)N(CCc2ccccc2)C1=O)c1ccccc1F (stereo not given)
→ -9%, 32%, 0, -21%, -4%, 9%[59 µM], -9%, -4%, -2%
Cc1ccc(C(=O)NCCCN2CCOCC2)cc1S(=O)(=O)N1CCOCC1
→ -9%, 40%[activator], -16, -19%, 0%, -3%[12.7 µM], -4%, 2%, -3%
O=C(O)C1CCCN1c1nc(C(F)(F)F)nc2ccccc12 (stereo not given)
→ 9%, 46%[activator], 3, -7%, 7%, -5%, 3%, 3%, -16%
COc1ccc(OC)c(-n2c(-c3ccccc3)n[nH]c2=S)c1
→ 3.2µM*, 21%, -1, -6%, -14%, ?, -5%, ?, -5%
Cc1ccccc1NC(=S)Nc1ccc2[nH]c(=O)[nH]c2c1
→ -16%, -4%, 3, -13%, 38%[activator], 50µM*, -11%, -6%, -10%
CCN1CCN(C(=O)CS(=O)Cc2nc(-c3ccc(OC)cc3)oc2C)CC1 (stereo not given)
→ -5%, ., 0, -20%, -8%, 71µM*, -10%, 0%, -5%
COc1ccccc1C(c1nnnn1C(C)(C)C)N1CCN(Cc2ccncc2)CC1 (stereo not given)
→ -19%[11.4 µM], 38%, 1, -13%, -16%, -9%[59 µM], -8%, -12%, ?
COc1ccc(S(=O)(=O)Cc2ccc(C(=O)NCc3cccs3)o2)cc1
→ 0%, 29%, -8, -13%, -3%, -1%, 0%, 0%, 7%
O=C(NC1CCN(C(=S)Nc2ccccc2)CC1)C1CCCCC1
→ -12%, -13%, 5, -7%, 7%, 14%, i, -5%, 9%
O=C(Nc1ccc(Br)cc1)C1CCCN(C2=NS(=O)(=O)c3ccccc32)C1 (stereo not given)
→ -3%, 21%, 3, 0%, -2%, ?, 5%, -3%, 11%

These rows are one share of the data; the hit share may differ from the screen's.
